# Screening results deposited in PubChem BioAssay by several laboratories.
# LRH-1 inv ag = suppresses constitutive activity of human LRH-1 | 360,000 compounds, 0.13% hits | inhibition, % at 3.6 µM | AID 602396 | HEK293T StAR-luciferase reporter, LRH-1 transfected, 24 h;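 active = inhibition above the mean inhibition of all tested compounds plus 3 SD, cut at about 73% in these data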;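 note: 0% = DMSO wells and 100% = reporter-only cells lacking LRH-1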
# TROY signal inh = inhibitors of TROY-dependent NF-kB signaling; Q293 LMP1-TROYcd NF-kB luciferase reporter, 4 h; inhibition, % at 10 µM; 360,000 compounds, 0.98% hits;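 active = compounds whose plate-normalised and pattern-corrected inhibition of the luciferase reporter signal at the single screening dose is 50% or more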
# Vif inh = inhibitors of HIV Vif. HEK293T cells, Vif self-association by quenched fluorescence, imaging, 24 h. inhibition, % at 7.49 µM. 340,000 compounds, 0.35% hits. AID 602346; in the data active = inhibition above about 50%, passing the limit was not always enough; inconclusive = no clear call, values can overlap the other calls; inactive = below about 31%; note: some results filed as inactive read as strong as hits
# TRAIL sens C8 = caspase-8 TRAIL sensitization; AID 624354; inhibition (viability loss, TRAIL sensitization), % at 10 µM; NB7+C8 cells + TRAIL, ATPlite viability luminescence; 360,000 compounds, 1% hits;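 active = compounds causing at least 50% loss of cell viability in the single-dose screen, relative to plate controls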
# TLR9-MyD88 inh = TLR9-MyD88 interaction inhibition | Q9NR96+Q99836 | CHO BLA complementation TLR9-MyD88, CCF4 FRET ratio | 340,000 compounds, 0.21% hits | AID 504734 | inhibition, % at 4.98 µM;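 active = inhibition above the mean over all tested compounds plus 3 SD, cut at about 21% in these data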;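 note: 0% = DMSO only wells and 100% = clavulanate BLA inhibitor control wells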
# NOD2 RIPK2 PPI = blocks binding of human NOD2 to RIPK2 | O43353 | CHO BLA complementation NOD2-RIPK2, CCF4 ratio | inhibition, % at 4.98 µM | 360,000 compounds, 0.38% hits | AID 624267; in the data active = inhibition above about 21%;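 note: 0% = vehicle only and 100% = reference blocker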
# Target sequence (O43353 whole entry, looked up): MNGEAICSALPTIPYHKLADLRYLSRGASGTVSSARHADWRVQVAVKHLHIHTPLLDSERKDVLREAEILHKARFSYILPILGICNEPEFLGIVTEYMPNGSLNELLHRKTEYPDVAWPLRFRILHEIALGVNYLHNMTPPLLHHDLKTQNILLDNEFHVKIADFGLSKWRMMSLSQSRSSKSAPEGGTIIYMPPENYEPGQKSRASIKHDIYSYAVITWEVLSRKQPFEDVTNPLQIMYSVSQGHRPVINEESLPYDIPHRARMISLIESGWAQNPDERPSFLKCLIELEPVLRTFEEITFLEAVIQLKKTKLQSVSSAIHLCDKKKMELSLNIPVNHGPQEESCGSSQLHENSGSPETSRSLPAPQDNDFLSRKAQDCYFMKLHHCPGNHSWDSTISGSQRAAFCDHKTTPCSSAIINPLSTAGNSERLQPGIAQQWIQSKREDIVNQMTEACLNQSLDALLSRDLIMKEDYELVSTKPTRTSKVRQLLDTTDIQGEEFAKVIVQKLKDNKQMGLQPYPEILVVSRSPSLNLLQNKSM
# SRC1 inh = inhibitors of human steroid receptor coactivator 1 (SRC1). Q15788. HEK293 GAL4-SRC1 luciferase reporter, luminescence. inhibition, % at 3.6 µM. 360,000 compounds, 0.12% hits;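 active = inhibition above the campaign mean plus 3 SD, with each screening campaign given its own cutoff, cut at about 60% in these data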;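 note: 0% = DMSO treated cells and 100% = gossypol at 36 µM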
# NCOA2 inhibitor = human SRC2 (NCOA2) inhibition. HEK293 GAL4-SRC2 luciferase reporter, luminescence. inhibition, % at 9 µM. 370,000 compounds, 0.17% hits;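 active = inhibition above the mean inhibition of all tested compounds plus 3 SD, set per campaign, cut at about 52% in these data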;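 note: 0% = DMSO treated cells and 100% = cells given Gossypol at 36 µM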
# EBV LMP1 NFkB = Epstein-Barr LMP1 NF-kappaB reporter inhibition | inhibition, % at 12.5 µM | LMP1-induced NF-kappaB luciferase reporter cells, luminescence | 350,000 compounds, 0.69% hits; in the data active = inhibition above about 41%; inconclusive = no clear call, values can overlap the other calls;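 note: 0% = neutral control wells and 100% = reference inhibitor control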
# SRC3 inh = inhibitors of human steroid receptor coactivator 3 (SRC3); HEK293 GAL4-SRC3 luciferase reporter, luminescence; inhibition, % at 3.6 µM; AID 588352; 360,000 compounds, 0.17% hits;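 active = inhibition above a per-campaign cutoff, the mean of all compounds plus 3 SD, cut at about 60% in these data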;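 note: 0% = DMSO-treated cells and 100% = gossypol-treated cells at 36 µM; higher means less SRC3-driven luciferase light from the GAL4 reporter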
# NR2F2 inh = NR2F2 (human) inhibition, primary screen. P24468. HEK293T NGFI-A luciferase reporter, luminescence. inhibition, % at 8.6 µM. 370,000 compounds, 0.7% hits. AID 686940;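 active = inhibition above a per-plate cutoff, mean inhibition of test wells between control levels plus 3 SD, cut at about 38% in these data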;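 note: cells cotransfected with COUP-TFII expression vector driving the NGFI-A reporter; 0% = median of COUP-TF2 test wells and 100% = reporter-only cells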
# Target sequence (P24468 whole entry, looked up): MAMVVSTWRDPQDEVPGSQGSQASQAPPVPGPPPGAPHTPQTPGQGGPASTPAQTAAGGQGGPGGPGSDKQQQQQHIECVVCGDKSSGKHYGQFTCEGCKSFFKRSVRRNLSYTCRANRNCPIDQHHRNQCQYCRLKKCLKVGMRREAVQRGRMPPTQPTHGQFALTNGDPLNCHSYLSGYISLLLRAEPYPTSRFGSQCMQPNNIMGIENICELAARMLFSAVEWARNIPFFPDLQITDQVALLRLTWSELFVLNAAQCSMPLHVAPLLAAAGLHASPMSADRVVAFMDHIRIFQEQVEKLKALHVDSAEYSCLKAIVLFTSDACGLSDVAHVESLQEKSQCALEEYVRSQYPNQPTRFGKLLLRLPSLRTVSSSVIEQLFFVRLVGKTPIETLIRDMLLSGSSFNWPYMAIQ
# * = called active by the depositor; u = inconclusive; x = not tested or not shown. Not all compounds are listed, so the mix of outcomes need not match the whole.
SMILES,LRH-1 inv ag,TROY signal inh,Vif inh,TRAIL sens C8,TLR9-MyD88 inh,NOD2 RIPK2 PPI,SRC1 inh,NCOA2 inhibitor,EBV LMP1 NFkB,SRC3 inh,NR2F2 inh
COc1cc(Nc2nc3ccccc3n3nnnc23)cc(OC)c1OC,12,7,50*,24,-5,-7,-14,-18,10,-10,-39
O=C(COC(=O)c1ccc(Br)o1)Nc1ccc2c(c1)OCCO2,57,-62,-4,-12,6,-9,-59,-1,-15,8,-23
S=C(NCCN1CCOCC1)Nc1cccc(Cl)c1,10,-19,-6,-6,-17,-8,11,-4,0,15,-2
COc1cc2c(cc1OC)CN(C(=O)CSc1nnc3scc(-c4ccccc4)n13)CC2,4,10,3,-5,-20,-16,-5,-46,1,4,1
COc1ccc(-c2noc(N3CCC(C(=O)NCCCN4CCC(C)CC4)CC3)n2)cc1,-6,-6,-2,14,3,1,-16,25,1,4,8
COc1cc2c(cc1OC)CN(CC(=O)Nc1cccc(C)c1)CC2,14,-17,5,-6,5,-8,5,-17,-7,11,-1
Cn1nc(C(=O)NCC(c2cccs2)N2CCOCC2)c2ccccc2c1=O (stereo unspecified),5,-2,8,13,-1,12,-2,16,4,5,11
CCC(CCc1ccccn1)C(=O)c1ccccc1 (stereo unspecified),-34,-28,-5,-4,0,-6,5,-13,0,-30,-10
CCN1C(=O)CC(c2ccc(OC(C)C)cc2)C1=O (stereo unspecified),-8,-3,-2,5,0,1,-13,-1,2,-7,-10
COc1ccc(-n2nc(C(=O)NCC(=O)NC3CCCCCC3)c3ccccc3c2=O)cc1OC,-8,3,-11,-24,-6,-2,5,-1,-12,5,4
COc1cc(Br)cc(CNc2ccc(F)c([N+](=O)[O-])c2)c1O,-4,43,0,-7,-13,2,0,10,6,-2,3
Cc1ccc(NC(=S)NCCc2c[nH]c3ccccc23)c(C)c1,0,-18,12,-1,2,-3,12,6,-6,21,-16
CC(C)(C)NC(=O)NC(=O)COC(=O)Cn1cnc2ccccc2c1=O,-2,-3,12,2,-2,2,-3,-6,-12,6,8
COc1ccc(C(=O)NC(C)c2ccc(-n3ccnc3)cc2)cc1[N+](=O)[O-] (stereo unspecified),2,13,-9,-13,2,1,0,13,7,-7,-6
Cc1cc(NC(=O)CSCC(=O)Nc2nc3ccccc3s2)no1,-14,21,1,6,-1,0,-10,-10,-12,-17,17
COc1ccc(-c2cc(C(=O)N3CCCC3)no2)cc1OC,-59,-26,11,-10,-8,-7,-39,-24,-14,-71,-45
COc1ccc(/C=C(\NC(=O)c2cccs2)C(=O)NC(C)(C)C)cc1OC,-17,14,-11,-4,-6,8,6,-9,-5,16,16
CCOC(=O)c1c(NC(=O)CSc2nnc(-c3ccco3)o2)sc(C(C)=O)c1C,10,-3,13,-2,13,-12,-4,17,-5,15,13
CC1CCC(NC(=O)COC(=O)C2=NN(c3ccccc3)C(=O)CC2)CC1 (stereo unspecified),-3,-1,-7,-1,-6,-3,-5,-9,-2,5,8
COc1ccc2c(c1)C1CC(C)(NC(=O)C1S(=O)(=O)c1ccc(F)cc1)O2 (stereo unspecified),-9,8,-4,-4,3,-14,11,-2,1,-5,11
CC(C)NC(=O)C1CCN(C(=O)N(C)C)CC1,-46,6,5,19,-21,8,14,-2,-4,0,21
Cc1cc(C(=O)N/N=C/c2ccc(OCc3ccccc3)cc2)c(C)o1,-10,-23,-6,3,-7,1,-53,-16,-7,-12,-14
Cc1ccc(/C=C/C(=O)N2CCN(S(=O)(=O)c3ccc(C)c(C)c3)CC2)o1,-9,4,-7,0,-3,14,-28,12,5,-24,14
N#C/C(=C\c1ccc(-c2ccc(C(=O)O)cc2)o1)c1nc2ccccc2[nH]1,10,-47,u,3,0,5,-36,6,-43,-16,-16
Cc1cc(N=Cc2cc(Br)ccc2O)no1,4,4,6,16,8,-7,8,-6,-5,-4,11
O=C(NC(Cc1ccccc1)C(=O)O)OCc1ccccc1 (stereo unspecified),2,-3,6,-8,-7,0,4,-7,1,13,13
CC(=O)c1ccc(OCC(O)CN2CCN(S(=O)(=O)c3cccc(Br)c3)CC2)cc1 (stereo unspecified),4,-4,9,-13,-6,-5,-6,-5,-8,11,7
CCN(C(=O)COc1ncnc2sccc12)c1ccccc1,-8,-23,-1,2,7,-6,-31,14,-3,-5,7
CC[N+]1(CC)CC2=Cc3c(ccc4ccccc34)CC2C1 (stereo unspecified),17,-5,-11,-1,-13,0,4,-11,0,21,13
CCc1ccc(C2CC(=O)N(c3cccc(F)c3)C3=C2C(=O)OC3)cc1 (stereo unspecified),-6,-24,-2,-20,-2,-4,3,4,-1,1,2
Cc1ccc(NC2SC(=O)N(CC(=O)O)C2=O)cc1 (stereo unspecified),7,-3,10,12,-2,-8,-2,17,2,-3,12
CC1CCC(C(=O)NC(C(=O)NCCN2CCC(C)CC2)C(C)C)CC1 (stereo unspecified),-10,4,16,-8,3,0,-10,11,-8,12,24
O=C(Nc1ccccc1)NC1CCS(=O)(=O)C1 (stereo unspecified),4,7,5,-10,-7,1,-2,-3,0,9,10
COc1ccc(N(CC(=O)NC2CCCC2)C(=O)CCC(=O)Nc2cc(C)on2)cc1,1,11,-4,-17,4,1,7,-23,13,7,20
CCN(C(=O)Cc1c(C(=O)O)n(CC)c2ccccc12)c1ccccc1C,18,13,-13,0,4,0,18,-42,2,17,-8
COc1cc(NS(=O)(=O)c2ccc(N=Cc3c(C)[nH]n(-c4ccccc4)c3=O)cc2)nc(OC)n1,-5,-20,x,-8,-2,-14,-4,-19,-9,12,10
Cc1[nH]ccc(=O)c1OCc1c(Cl)cccc1Cl,5,-2,2,-23,-9,0,3,-17,-2,2,4
O=C(CN1C(=O)c2ccccc2C1=O)NCc1ccccn1,7,1,17,-1,-1,2,6,-5,6,11,-12
CSCc1cc(N2CCOCC2)nc(SCc2ccc(Cl)cc2Cl)n1,0,-21,0,-5,-1,1,-10,-13,-9,17,14
CCOC(=O)C1CCN(C(=O)c2cccnc2Oc2ccccc2)CC1,-2,-11,0,5,3,3,5,-1,6,24,-13
CCOC(=O)C1(Cc2ccccc2C)CCCN(C(=O)c2cc(C3CC3)[nH]n2)C1 (stereo unspecified),-12,-1,-1,8,-7,-2,-7,0,-1,-21,10
Fc1ccc(N2C(=S)SC(=Nc3ccccc3)C2=Nc2ccccc2)cc1,-61,-8,4,18,-1,-18,-42,-39,-23,-57,-5
CC(=O)Nc1ccc(S(=O)(=O)N[C@@H](C)C(=O)OCc2cc([N+](=O)[O-])cc3c2OCOC3)cc1,7,14,8,2,0,-2,10,5,15,-3,-31
CC1CC(C)CN(CC(C)(C)NS(=O)(=O)c2ccc(Cl)cc2)C1 (stereo unspecified),16,15,21,-2,2,-2,8,-2,4,19,10
Cc1cccc(OCC(O)Cn2c(-n3nc(C)cc3C)nc3c2c(=O)[nH]c(=O)n3C)c1 (stereo unspecified),-1,8,19,-2,-12,-1,7,-1,-1,-6,-10

# In another format: three of the compounds above
SMILES	LRH-1 inv ag	TROY signal inh	Vif inh	TRAIL sens C8	TLR9-MyD88 inh	NOD2 RIPK2 PPI	SRC1 inh	NCOA2 inhibitor	EBV LMP1 NFkB	SRC3 inh	NR2F2 inh
CC[N+]1(CC)CC2=Cc3c(ccc4ccccc34)CC2C1 (stereo unspecified)	17	-5	-11	-1	-13	0	4	-11	0	21	13
CC(C)NC(=O)C1CCN(C(=O)N(C)C)CC1	-46	6	5	19	-21	8	14	-2	-4	0	21
O=C(NC(Cc1ccccc1)C(=O)O)OCc1ccccc1 (stereo unspecified)	2	-3	6	-8	-7	0	4	-7	1	13	13

# Additional compounds:
SMILES,LRH-1 inv ag,TROY signal inh,Vif inh,TRAIL sens C8,TLR9-MyD88 inh,NOD2 RIPK2 PPI,SRC1 inh,NCOA2 inhibitor,EBV LMP1 NFkB,SRC3 inh,NR2F2 inh
CS(=O)(=O)N1CCC(C(=O)Nc2ccc(Cl)c(Cl)c2)CC1,1,-20,-4,-1,x,-7,3,1,-2,-3,4
Cc1ccc(F)c(S(=O)(=O)NC(=O)C2(C)CCN2C(=O)CCc2cccs2)c1 (stereo unspecified),2,-1,-6,-12,x,-15,6,-12,x,14,17
Cc1ccc2c(CC(=O)NNC(=O)c3ccccc3O)coc2c1,-2,-3,2,12,-5,-2,-1,2,0,2,-1
CCOc1ccc(C(=O)NC(=S)NCCCN2CCOCC2)cc1,25,2,2,-4,-4,-10,-20,18,-7,4,-1
CCOC(=O)c1sc(-c2ccc(F)cc2)cc1NC(=O)Nc1ccccc1OC,-8,-10,2,17,-3,-17,-10,-17,-9,3,-10
Cc1c(O)nc(SCC(=O)Nc2ccc3c4c(cccc24)CC3)n(-c2ccc(F)cc2)c1=O,38,17,1,0,5,8,4,11,4,15,5
CCOC(=O)C1(C)C=C(Nc2ccc(O)cc2)C(=O)N1c1ccc(O)cc1 (stereo unspecified),0,5,-6,6,14,-7,-5,-26,4,8,3
Cc1nn(-c2cccc(C(=O)O)c2)c(C)c1[N+](=O)[O-],0,2,4,5,6,5,-9,-5,3,15,4
O=C(COc1ccc(F)cc1)N/N=C/c1cccc2cccnc12,7,16,0,11,2,5,3,1,3,-45,6
CCc1nnc(NC(=O)c2cc3ccccc3oc2=O)s1,-13,-34,x,6,-10,-2,-14,-8,2,-16,-18
Cn1nnnc1Sc1ncnc2scc(-c3ccsc3)c12,21,33,-1,-3,-6,11,11,48,43*,28,-65
CC1CCN(c2nc(-c3ccc(F)cc3)cc(C(F)(F)F)n2)CC1,8,3,0,10,-8,-9,7,6,-1,-12,7
CCN(C(=O)c1ccc2c(=O)n3c(nc2c1)CCCCC3)c1cc(OC)ccc1OC,4,1,3,-7,-10,-7,-1,-1,0,9,16
CCn1nc(C(=O)Nc2nc(-c3ccccn3)cs2)c2ccccc2c1=O,-5,-7,3,39,-12,-5,8,-28,42*,9,5
CNS(=O)(=O)c1cccc(C(=O)OCC(=O)/C=C2/N(C)c3ccccc3C2(C)C)c1,7,44,-4,13,7,-12,5,18,-4,2,-4
CNC(C)C(=O)NC(C(=O)N1CCCC1C(=O)NC1CCCc2ccccc21)C(C)C (stereo unspecified),38,-1,x,-12,7,5,-37,-2,-35,-26,-11
CCNC(=S)N1CCN(S(=O)(=O)c2ccc(Cl)s2)CC1,0,-29,6,-1,-2,-5,17,15,-2,7,13
COc1ccc2ncc(OC(C)=O)cc2c1,-19,7,2,-15,-5,-6,3,-32,-2,13,-12
CC(C)(C)C1CCC(C(=O)OCC(=O)c2ccc[nH]2)CC1 (stereo unspecified),9,-44,8,-5,6,0,-17,-9,0,7,7
Cc1ccc(NC(=O)c2ncn(CCCNCC3CCCO3)n2)cc1C (stereo unspecified),5,-11,0,-10,-2,-2,-13,-17,0,5,-9
CC(=O)Oc1ccc2c(=O)oc(-c3ccccc3)nc2c1,-15,19,2,8,-1,0,-18,-52,5,-42,12
COc1ccc(CN(C)CCc2ccccn2)c(OC)c1OC,-8,3,8,-11,-5,1,10,-4,-36,11,-27
Cc1cc(C)c(C)c(OCC(O)CN2CCN(c3ccccn3)CC2)c1 (stereo unspecified),-7,21,-5,2,-8,-1,16,3,-2,11,2
